PAFAH1B2 FP inh = blocks human PAF acetylhydrolase 1b catalytic subunit 2. P68402. recombinant PAFAH1B2, FP-rhodamine activity probe, fluorescence polarization. inhibition, % at 3.39 µM. 340,000 tested, 1.2% active;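 active = inhibition above the mean of all tested compounds plus 3 SD, cut at about 24% in these data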;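 also: 0% = enzyme with DMSO and 100% = wells lacking PAFAH1B2; many of its hits are not listed in these tables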
pPAFAH inh = pPAFAH (human) enzyme inhibition. recombinant pPAFAH, FP-rhodamine probe fluorescence polarization. Q13093. 330,000 tested, 1.5% active. inhibition, % at 3.39 µM;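 active = inhibition above the mean inhibition across the screen plus 3 SD, cut at about 25% in these data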;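 also: inhibitors block binding of the rhodamine activity-based probe so polarization drops; 0% = enzyme with DMSO and 100% = wells lacking pPAFAH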
Target sequence (Q13093 whole entry, looked up): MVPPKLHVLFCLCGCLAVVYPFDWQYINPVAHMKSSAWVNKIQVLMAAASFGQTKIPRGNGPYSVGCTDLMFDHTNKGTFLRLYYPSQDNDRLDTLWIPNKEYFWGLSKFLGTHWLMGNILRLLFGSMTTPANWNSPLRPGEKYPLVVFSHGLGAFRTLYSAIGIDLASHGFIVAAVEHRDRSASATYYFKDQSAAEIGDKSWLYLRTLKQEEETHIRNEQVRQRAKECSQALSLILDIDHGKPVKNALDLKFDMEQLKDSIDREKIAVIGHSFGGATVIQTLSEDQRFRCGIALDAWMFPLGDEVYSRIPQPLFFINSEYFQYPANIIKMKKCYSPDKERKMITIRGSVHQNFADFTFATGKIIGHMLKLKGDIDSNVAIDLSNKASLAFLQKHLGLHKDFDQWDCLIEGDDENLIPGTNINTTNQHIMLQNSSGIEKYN
PAFAH1B3 inh = blocks human PAF acetylhydrolase 1B catalytic subunit 3; Q15102; recombinant PAFAH1B3, FP-rhodamine probe, fluorescence polarization; inhibition, % at 3.39 µM; 340,000 tested, 0.28% active; AID 492972;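 active = inhibition above the screen-wide average of all tested compounds plus 3 SD, cut at about 25% in these data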;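 also: 0% = enzyme with DMSO only and 100% = wells lacking PAFAH1B3 protein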
PAFAH2 FP inh = PAFAH2 (human) inhibition; Q99487; recombinant PAFAH2, FP-rhodamine activity probe, fluorescence polarization; inhibition, % at 3.39 µM; 340,000 tested, 0.99% active;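 active = inhibition above the mean over all tested compounds plus 3 SD, cut at about 30% in these data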;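 also: inhibitors block probe labeling of enzyme so polarization drops; 0% = enzyme with DMSO and 100% = wells lacking PAFAH2 protein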
PAD4 inh = blocks human protein arginine deiminase 4 | Q9UM07 | recombinant PAD4, RCA probe fluorescence polarization | inhibition, % at 6.36 µM | 330,000 tested, 0.41% active | AID 485272;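 active = percent inhibition above a cutoff equal to the mean of all tested compounds plus 3 SD, cut at about 15% in these data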;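 also: 0% = PAD4 with RCA probe and DMSO and 100% = probe without PAD4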
PME-1 inh = blocks human protein phosphatase methylesterase 1. recombinant PME-1, FP-Rh probe fluorescence polarization. 320,000 tested, 0.53% active. AID 2130. Q9Y570. inhibition, % at 5.9 µM;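 active = inhibition above the campaign mean of all compounds plus 3 SD, cut at about 26% in these data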;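 also: competitive labeling of PME-1 active site by serine hydrolase directed probe; 0% = PME-1 with DMSO and 100% = wells lacking PME-1 enzyme; inhibitors block probe labeling so polarization falls and inhibition rises; many of its hits are not listed in these tables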
Target sequence (Q9Y570 whole entry, looked up): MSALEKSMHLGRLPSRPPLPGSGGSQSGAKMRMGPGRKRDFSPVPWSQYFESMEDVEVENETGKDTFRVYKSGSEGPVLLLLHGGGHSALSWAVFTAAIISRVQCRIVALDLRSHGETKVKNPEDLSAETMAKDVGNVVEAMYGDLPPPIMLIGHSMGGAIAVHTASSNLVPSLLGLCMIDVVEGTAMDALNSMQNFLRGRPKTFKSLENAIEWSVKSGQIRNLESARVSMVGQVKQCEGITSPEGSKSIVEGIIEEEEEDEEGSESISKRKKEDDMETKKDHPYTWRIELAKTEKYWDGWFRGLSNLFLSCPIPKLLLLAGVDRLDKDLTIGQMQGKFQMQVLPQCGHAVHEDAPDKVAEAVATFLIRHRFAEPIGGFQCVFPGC
GSTO1 counter = counter-screen for RBBP9 inhibitors: inhibitors of human GSTO1; P78417; recombinant GSTO1, activity-based probe fluorescence polarization; inhibition, % at 5.96 µM; 300,000 tested, 1.1% active; AID 1974;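 active = inhibition above the campaign mean inhibition plus 3 SD, cut at about 35% in these data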;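 also: 0% = GSTO1-1 with DMSO and 100% = wells lacking GSTO1-1 enzyme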
Target sequence (P78417 whole entry, looked up): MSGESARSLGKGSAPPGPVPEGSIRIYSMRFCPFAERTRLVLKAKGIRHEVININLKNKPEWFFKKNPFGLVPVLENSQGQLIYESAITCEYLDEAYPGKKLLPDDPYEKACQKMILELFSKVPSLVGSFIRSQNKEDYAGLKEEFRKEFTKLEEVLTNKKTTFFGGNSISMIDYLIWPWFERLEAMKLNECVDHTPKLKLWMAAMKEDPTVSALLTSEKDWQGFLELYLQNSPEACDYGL
LYPLA1 inh = counter-screen for PME1 inhibitors: inhibitors of human LYPLA1; O75608; 320,000 tested, 0.16% active; inhibition, % at 5.9 µM; recombinant LYPLA1, FP-Rh probe fluorescence polarization;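 active = inhibition above the mean of all tested compounds plus 3 SD, set per campaign, cut at about 14% in these data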;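 also: inhibitors block serine hydrolase probe labeling of LYPLA1 so polarization falls; 0% = enzyme with DMSO and 100% = wells lacking LYPLA1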
Fam108B counter = Fam108B inhibition, counter-screen for RBBP9 inhibitors. inhibition, % at 9.51 µM. recombinant Fam108B, FP-Rh probe fluorescence polarization. 300,000 tested, 0.33% active;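 active = inhibition above the screen mean inhibition plus 3 SD, computed separately per campaign, cut at about 18% in these data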;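 also: inhibitors lower polarization as less probe binds the enzyme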
Starred values were filed as active, the others as inactive; . = not tested or not shown. The list is partial; rates above refer to the full screens.

Every second line gives: PAFAH1B2 FP inh	pPAFAH inh	PAFAH1B3 inh	PAFAH2 FP inh	PAD4 inh	PME-1 inh	GSTO1 counter	LYPLA1 inh	Fam108B counter
1: O=C(NCCS(=O)(=O)c1ccc(Br)cc1)c1ccccc1
    6	3	7	-9	0	-4	1	-2	-4
2: CCOC(=O)CCNC(=O)CNC(=O)OCc1ccccc1
    -1	0	11	6	-1	2	0	2	-2
3: CCCOc1cccc(C2/C(=C(/O)c3ccc4c(c3)CC(C)O4)C(=O)C(=O)N2CCN2CCOCC2)c1 (stereo not drawn)
    3	5	2	-2	-5	-5	-5	2	2
4: COc1cccc(-c2c(C(=O)N/N=C(\C)c3ccncc3)nnn2-c2nonc2N)c1
    5	3	1	-6	-4	3	1	-1	-3
5: CC(=O)Nc1ccc(C(=O)Nc2nc(-c3cccnc3)cs2)cc1
    -7	1	0	2	2	-10	2	-3	-4
6: CCN(CC)c1nc(SCCOC(=O)Nc2ccccc2)nc(N(CC)CC)n1
    -5	-7	-9	-2	-3	-18	6	-4	-14
7: O=C1c2cccc3c([N+](=O)[O-])ccc(c23)C(=O)N1c1ccccn1
    13	10	29*	6	0	22	-1	1	7
8: COc1ccccc1-c1ccc(NC2CCCC2)nn1
    0	3	4	-2	-4	2	6	0	4
9: Cc1c(NC(=S)NC(=O)c2sc3ccccc3c2Cl)cccc1C(=O)O
    3	1	13	10	-4	-5	-1	-3	0
10: CCn1nnnc1SCC(=O)N1CCCCC1
    4	0	6	4	-1	3	3	-1	-2
11: CC(Sc1nncs1)C(=O)NC1CCCCC1C (stereo not drawn)
    -3	8	-4	-4	0	2	3	1	1
12: O=S(=O)(NCc1cc(-c2ccccc2Cl)no1)c1ccccc1
    1	6	7	7	-1	0	4	-5	1
13: N#C/C(=C\c1ccccc1)C(=O)NCCN1CCOCC1
    3	3	5	2	0	5	-8	-2	4
14: CN(C)CCNc1cc(-c2ccncc2)nc2ccccc12
    2	-1	3	-6	-1	-2	9	-1	0
15: COc1ccc(NC(=O)N2CCCc3cccc(C)c32)cc1
    5	-1	5	3	-3	0	11	3	-4
16: O=C(CSc1ccc(-c2ccco2)nn1)c1cccc([N+](=O)[O-])c1
    3	38*	2	9	0	6	12	-10	9
17: COc1ccc(CCNC(=O)C2CCN(C(=O)c3ccc(F)cc3)CC2)cc1
    6	-10	11	1	-6	-1	9	-1	3
18: C/C(=N\NC(=O)c1ccccc1Br)c1ccc(N2CCOCC2)cc1
    -1	2	-6	5	-2	2	8	-1	1
19: Cc1cc(C)c2nc(NC(=O)c3ccc4c(c3)OCO4)sc2c1
    3	4	-3	-2	-5	-4	-5	-2	8
20: Oc1c(N=NC(=S)Nc2ccccc2F)c2ccccc2n1Cc1ccc(F)cc1
    -1	5	1	-5	-1	2	-22	-3	-1

No new results follow: entries from further up.
Every second line gives: PAFAH1B2 FP inh	pPAFAH inh	PAFAH1B3 inh	PAFAH2 FP inh	PAD4 inh	PME-1 inh	GSTO1 counter	LYPLA1 inh	Fam108B counter
4: COc1cccc(-c2c(C(=O)N/N=C(\C)c3ccncc3)nnn2-c2nonc2N)c1
    5	3	1	-6	-4	3	1	-1	-3
5: CC(=O)Nc1ccc(C(=O)Nc2nc(-c3cccnc3)cs2)cc1
    -7	1	0	2	2	-10	2	-3	-4

(further entries)
Every second line gives: PAFAH1B2 FP inh	pPAFAH inh	PAFAH1B3 inh	PAFAH2 FP inh	PAD4 inh	PME-1 inh	GSTO1 counter	LYPLA1 inh	Fam108B counter
21: CCC(C)NC(=O)c1ccc(NC(=O)CC2SC(N3CCCCC3)=NC2=O)cc1 (stereo not drawn)
    0	-1	-2	-3	4	0	.	-4	.
22: Cc1ccc(OCCNC(=O)c2ccc3c(c2)OCO3)cc1
    4	-1	3	0	2	5	5	-2	-3
23: O=C(CCn1cnc2ccccc2c1=O)Nc1ccc(Cl)c(Cl)c1
    3	3	7	-4	1	-9	3	2	0
24: Cc1cc(NC(=O)Cn2cnc3c(nnn3-c3cccc(F)c3)c2=O)no1
    3	9	7	0	-3	0	11	4	-1
25: CCCn1c(SCC(=O)NC(C)(C)C)nnc1-c1ccco1
    4	7	10	10	-3	3	0	3	3
26: O=C(Cc1ccc2c(c1)CCCC2)Nc1ccccc1Br
    4	0	5	8	-4	-5	4	5	2
27: O=C(Cc1nc(-c2ccc([N+](=O)[O-])cc2)cs1)Nc1ccccc1
    2	10	0	-2	1	-2	-2	-3	1
28: COC(=O)c1ccc(COC(=O)CNC(=O)c2ccc(C)s2)cc1
    1	3	1	8	-5	1	.	-2	.
29: Cc1ccc(C)c(N=Cc2c(O)c3ccccc3oc2=O)c1
    -1	-3	5	5	-6	-2	4	-1	-1
30: CCOC(=O)c1ccc(Nc2ccc(-c3ccc(OC)c(OC)c3)nn2)cc1
    -2	0	2	0	-4	-17	1	-4	-2
31: CCOCc1nnc(NC(=O)c2cc(OC)c(OC)cc2[N+](=O)[O-])s1
    -4	-1	0	-4	-2	2	2	-4	1
32: Cc1cc(NC(=O)COC(=O)COc2cccc3c2OC(C)(C)C3)no1
    6	-1	-2	-8	-3	-4	4	4	-1
33: CCOc1ccc(OCC(=O)N(C)c2c(N)n(Cc3ccccc3)c(=O)[nH]c2=O)cc1
    7	-1	11	3	2	2	2	-1	6
34: CC1(C)Cc2c(C#N)c(N3CCOCC3)nc(-c3ccccc3)c2CO1
    2	11	7	5	0	4	2	0	0
35: CCCCc1cc(=O)oc2cc(OCC(=O)NC3CCN(Cc4ccccc4)CC3)ccc12
    -4	0	9	8	-1	-6	-9	-1	-7
36: CSc1nnc(NC(=O)C2CCCCC2)s1
    6	9	2	12	-5	-6	3	0	-3
37: Cc1ccc(S(=O)(=O)N2CCN(C(=O)CN3C(=O)c4ccc([N+](=O)[O-])cc4C3=O)CC2)c(C)c1
    2	3	13	8	-4	10	-6	0	3
38: CCc1ccccc1NC(=O)NCc1cccnc1
    -2	0	4	0	1	-4	10	-2	-3
39: O=C(Nc1cccc(NC(=O)c2ccc(Br)cc2)c1)c1ccccc1
    -1	3	-6	-5	0	-6	4	0	-5
40: CC(C)CC(=O)NNC(=S)NCc1ccco1
    12	4	5	6	0	-6	13	-3	-1

Continued.
Every second line gives: PAFAH1B2 FP inh	pPAFAH inh	PAFAH1B3 inh	PAFAH2 FP inh	PAD4 inh	PME-1 inh	GSTO1 counter	LYPLA1 inh	Fam108B counter
41: CCOC(=O)N1CCN(C(=O)c2cc(-c3ccc(F)cc3)[nH]c2C)CC1
    -5	6	6	4	-5	-4	7	1	-2
42: COc1ccc(NC(=O)C2CCCN(S(=O)(=O)c3ccc4c(c3)CCCN4C(C)=O)C2)cc1Cl (stereo not drawn)
    3	24	5	0	5	-4	2	-4	-2
43: CS(=O)(=O)Nc1ccc(N2CCN(c3ccc(C(F)(F)F)cn3)CC2)nc1
    2	3	3	8	-2	2	-2	8	3
44: CC(C)OCCCNC(=O)c1cc2c(s1)CS(=O)(=O)C2
    3	-3	8	1	-4	-4	0	-3	-5
45: CCSc1nnc(-c2cccnc2)n1Cc1ccco1
    0	15	-1	3	-4	0	0	-2	2
46: CCN(CC)c1cccc(OC2=NS(=O)(=O)c3ccccc32)c1
    -1	25*	-3	2	65*	11	17	15*	6
47: Cc1cc(C)cc(NC(=O)NCc2nnc(SCc3ccccc3)n2C)c1
    8	2	6	-1	-2	-1	-6	6	-6
48: COC(=O)NC(C)N1C(=O)C2C3C=CC(C3)C2C1=O (stereo not drawn)
    0	4	4	-2	3	0	0	3	-2
49: CCN(CC)/C(Sc1ccccc1)=C(\C(Cl)=C(Cl)Cl)[N+](=O)[O-]
    4	-1	4	-2	0	-1	8	1	0
50: Cc1cc(C(=O)NNC(=O)c2sccc2C)c(C)o1
    0	3	2	2	4	-4	9	-1	5
51: Cc1ccc(C)n1-c1ccc(C(=O)Nc2ccccc2F)cc1
    -1	9	1	-2	3	2	2	-3	-3
52: OC1CCN(C(=S)Nc2ccc(Oc3ccccc3)cc2)CC1
    1	11	3	6	-4	-7	4	8	-2
53: Cc1cccc(-c2nsc(SCC(=O)c3ccc(Cl)cc3)n2)c1
    6	15	0	0	-6	-8	0	-3	-4
54: CN(C)CCCOC(=O)COc1ccc(C(C)(C)C)cc1
    5	1	13	11	0	1	4	-1	-2
55: CCOC(=O)c1sc2nc(C)cc(C)c2c1N
    0	-1	7	-7	3	-4	8	3	-3
56: CCCC(=O)Nc1ccc(NC(=O)c2ccccc2OC)cn1
    -1	3	-5	-5	0	-5	0	2	-2
57: COc1ccc(S(=O)(=O)Nc2ccccc2N2CCOCC2)cc1[N+](=O)[O-]
    0	-1	8	5	0	5	1	1	3
58: Cn1c(NC(=O)c2ccccc2NC(=O)C(C)(C)C)nc2ccccc21
    -7	4	-6	-9	-4	0	-1	-2	-1
59: CCSc1nnc(NC(=O)CSc2nnc(Cc3cccn3C)n2CCc2ccccc2)s1
    11	2	14	0	0	-1	-7	0	3
60: Nc1nc2nc(-c3ccccc3)cc(=O)n2[nH]1
    0	4	-3	-4	-4	-4	1	-3	0
61: CCCCN(C(=O)CCSc1ccc(F)cc1)c1c(N)n(Cc2ccccc2)c(=O)[nH]c1=O
    7	4	1	7	1	4	4	0	-3
62: Cn1nc(NC(=O)C2CCC2C(=O)O)c2c(F)cccc21 (stereo not drawn)
    7	6	3	-8	1	5	-7	5	-1
63: CCOC(=O)N1CCN(C(=O)CN2C(=O)c3ccccc3S2(=O)=O)CC1
    4	0	4	12	-1	3	2	1	0

Structural class, those above containing an aryl methoxy group
Every second line gives: PAFAH1B2 FP inh	pPAFAH inh	PAFAH1B3 inh	PAFAH2 FP inh	PAD4 inh	PME-1 inh	GSTO1 counter	LYPLA1 inh	Fam108B counter
4: COc1cccc(-c2c(C(=O)N/N=C(\C)c3ccncc3)nnn2-c2nonc2N)c1
    5	3	1	-6	-4	3	1	-1	-3
8: COc1ccccc1-c1ccc(NC2CCCC2)nn1
    0	3	4	-2	-4	2	6	0	4
15: COc1ccc(NC(=O)N2CCCc3cccc(C)c32)cc1
    5	-1	5	3	-3	0	11	3	-4
17: COc1ccc(CCNC(=O)C2CCN(C(=O)c3ccc(F)cc3)CC2)cc1
    6	-10	11	1	-6	-1	9	-1	3
30: CCOC(=O)c1ccc(Nc2ccc(-c3ccc(OC)c(OC)c3)nn2)cc1
    -2	0	2	0	-4	-17	1	-4	-2
31: CCOCc1nnc(NC(=O)c2cc(OC)c(OC)cc2[N+](=O)[O-])s1
    -4	-1	0	-4	-2	2	2	-4	1
42: COc1ccc(NC(=O)C2CCCN(S(=O)(=O)c3ccc4c(c3)CCCN4C(C)=O)C2)cc1Cl (stereo not drawn)
    3	24	5	0	5	-4	2	-4	-2
56: CCCC(=O)Nc1ccc(NC(=O)c2ccccc2OC)cn1
    -1	3	-5	-5	0	-5	0	2	-2
57: COc1ccc(S(=O)(=O)Nc2ccccc2N2CCOCC2)cc1[N+](=O)[O-]
    0	-1	8	5	0	5	1	1	3

High-throughput results deposited in PubChem BioAssay by The Scripps Research Institute Molecular Screening Center.
